Screening data (PubChem BioAssay)
HT1080NT lethal – qHTS for induction of synthetic lethality in tumor cells producing 2HG: qHTS for the HT-1080-NT fibrosarcoma cell line. Potency, µM (top dose mostly 46.1 µM), for the others: at the top dose activity, negative = less viability, usual class: cytotoxic. HT-1080-NT fibrosarcoma viability, CellTiter-Glo ATP luminescence, 48 h. 1.6% of 360,000 active;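 also: NT is the 2HG producing partner of a matched IDH1 knockdown line; potency is read from the fitted curve at half-maximal effect; 0% = DMSO-treated cells and -100% = media-only wells without cells; nearly all actives have a fitted effect of over 55% in size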
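750 cells/well, RPMI + 5% FBS; 2 h settle, compound pin-transfer, 48 h at 37 degrees C. CellTiter-Glo 10 min RT, luminescence. Normalized to DMSO and media-only wells.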
HT1080 IDH1KD tx – qHTS for induction of synthetic lethality in tumor cells producing 2HG: qHTS for the HT-1080-IDH1KD cell line; HT-1080 IDH1 knockdown viability, ATP luminescence, 48 h; Potency, µM (doses to about 46.1 µM), without a hit: top-dose activity, negative = toxicity, hits mostly cytotoxic; 2% of 360,000 active; AID 686971, 2013;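 also: potency is read from the fitted curve at half-maximal effect; 0% = DMSO wells and -100% = cell-free medium wells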
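Viability of IDH1-knockdown HT-1080 fibrosarcoma cells was assessed by CellTiter-Glo after 48 h at 37 °C with titrated compound; concentration-effect curves were classified by fit quality and response size.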
KB-3-1 cytotox – qHTS assay for MDR1-selective chemotherapeutics: Primary screen using the parental adenocarcinoma cell KB-3-1; KB-3-1 viability, CellTiter-Glo ATP luminescence, 72 h; Potency, µM (highest dose often 46.1 µM), without a hit: at the top dose activity change, negative = cytotoxic, usual class: cytotoxic; 1.4% of 400,000 active; AID 1347075, 2019; also: potency is read from the fitted curve at half-maximal effect; % is scaled to controls: 0 for no effect and ±100 for the full control effect; nearly all actives have a fitted effect of over 60% in size
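Using CellTiter-Glo luminescence, growth of non-resistant KB-3-1 adenocarcinoma cells is assessed 72 h after pin-tool compound addition at 37 °C. Normalized responses across the concentration series yield fitted curves.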
KB-V1 MDR tox – qHTS assay for MDR1-selective chemotherapeutics: Primary screen using the drug-selected MDR subline cells KB-V1; KB-V1 MDR cells viability, CellTiter-Glo, 72 h; AID 1347076, 2019; Potency, µM (highest dose often 46.1 µM), for inactives: at the highest dose activity change, negative = cytotoxicity, most hits filed as cytotoxic; 3.4% of 400,000 active; also: potency is read from the fitted curve at half-maximal effect; % is scaled to controls: 0 for no effect and ±100 for the full control effect; nearly all actives have a fitted effect of over 60% in size
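Readout: CellTiter-Glo luminescence, 10 min after addition. Cells: KB-V1 MDR subline, 72 h at 37 degrees C with compound. Analysis: corrected, normalized data fitted to concentration-effect curves.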
D3 antag – qHTS of D3 Dopamine Receptor Antagonist: qHTS. D(3) dopamine receptor (Homo sapiens), P35462. AID 652054, 2013. 2.5% of 360,000 active. D3R cells, DiscoveRx beta-arrestin luminescence, antagonist mode; stronger effect = lower value. max response, negative = inhibition, %; in the data active = max response below about -50%; inconclusive = no clear call, values can overlap the other calls; also: % is scaled to controls: 0 for no effect and ±100 for the full control effect; mostly tested at two doses, the higher about 12 µM
Target sequence (P35462 whole entry, looked up): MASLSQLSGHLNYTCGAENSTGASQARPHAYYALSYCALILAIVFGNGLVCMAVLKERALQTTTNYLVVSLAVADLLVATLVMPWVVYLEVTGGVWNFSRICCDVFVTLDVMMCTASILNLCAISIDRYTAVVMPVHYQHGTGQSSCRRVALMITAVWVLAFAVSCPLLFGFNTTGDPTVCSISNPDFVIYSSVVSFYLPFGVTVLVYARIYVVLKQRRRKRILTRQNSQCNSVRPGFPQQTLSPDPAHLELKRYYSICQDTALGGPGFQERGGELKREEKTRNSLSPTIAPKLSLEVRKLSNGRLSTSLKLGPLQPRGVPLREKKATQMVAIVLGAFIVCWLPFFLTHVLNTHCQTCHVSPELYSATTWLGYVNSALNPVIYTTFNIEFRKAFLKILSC
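Cells expressing the human receptor were seeded at 1500 cells/well, incubated overnight at 37 degrees C in 5% CO2, then exposed to library compounds with dopamine controls for 90 minutes at 37 degrees C before luminescent detection.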
SW480 rerep – A quantitative high throughput screen for small molecules that induce DNA re-replication in SW480 colon adenocarcinoma cells; SW480 DNA re-replication, Hoechst DNA content imaging, 48 h; Potency, µM (highest dose often 46.1 µM), for the others: top-dose re-replication activation, hits mostly activators; 1.8% of 340,000 active; AID 624297, 2012; also: potency is read from the fitted curve at half-maximal effect; % of control where 0% means no effect; nearly all actives have a fitted effect of over 55% in size
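DNA re-replication was detected as more nuclei of elevated Hoechst intensity after 48 hr exposure to compound (23 nL pinned per well of 250 cells).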
IL1B secr inh – qHTS for Inhibitors of Inflammasome Signaling: IL-1-beta AlphaLISA Primary Screen. THP-1 LPS/ATP IL-1B secretion, AlphaLISA, 16 h; stronger effect = lower value. 4.7% of 360,000 active. activity change, % at 57.5 µM; in the data active = activity change below about -50%; inconclusive = mostly about -30% to -49%; also: % is scaled to controls: 0 for no effect and ±100 for the full control effect
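THP-1 cells pretreated 1 hr with compounds (up to 57.5 uM final), then stimulated with LPS (250 ng/mL final) plus ATP (1.25 mM final); secreted IL-1B measured by AlphaLISA after 16 hr, decreased signal indicating inhibition.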
DRD3 agonist – qHTS of D3 Dopamine Receptor Agonist: qHTS. D(3) dopamine receptor (Homo sapiens), P35462. 0.58% of 410,000 active. max activation, %. D3R DiscoveRx beta-arrestin cells, luminescence, 90 min; in the data active = max activation above about 30%; also: 0% is about no effect; mostly tested at two doses, the higher about 12 µM
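Cells at 1500/well, incubated overnight, then treated with pinned compounds (dopamine as control) for 90 min at 37 degrees C. DiscoveRx reagent added for 30 - 60 minutes at room temperature; luminescence read.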
GLP1R ag – qHTS of GLP-1 Receptor Agonists. Potency, µM (highest dose often 45.6 µM), without a hit: at the top dose activation, actives largely listed as activators. HEK293 GLP-1R CRE-luciferase, luminescence, 4-6 h; cells express a hypersensitive GLP-1R form. AID 624172, 2012. 0.007% of 380,000 active. Glucagon-like peptide 1 receptor (Homo sapiens), P43220; also: potency is read from the fitted curve at half-maximal effect; % of control where 0% means no effect
Target sequence (P43220 whole entry, looked up): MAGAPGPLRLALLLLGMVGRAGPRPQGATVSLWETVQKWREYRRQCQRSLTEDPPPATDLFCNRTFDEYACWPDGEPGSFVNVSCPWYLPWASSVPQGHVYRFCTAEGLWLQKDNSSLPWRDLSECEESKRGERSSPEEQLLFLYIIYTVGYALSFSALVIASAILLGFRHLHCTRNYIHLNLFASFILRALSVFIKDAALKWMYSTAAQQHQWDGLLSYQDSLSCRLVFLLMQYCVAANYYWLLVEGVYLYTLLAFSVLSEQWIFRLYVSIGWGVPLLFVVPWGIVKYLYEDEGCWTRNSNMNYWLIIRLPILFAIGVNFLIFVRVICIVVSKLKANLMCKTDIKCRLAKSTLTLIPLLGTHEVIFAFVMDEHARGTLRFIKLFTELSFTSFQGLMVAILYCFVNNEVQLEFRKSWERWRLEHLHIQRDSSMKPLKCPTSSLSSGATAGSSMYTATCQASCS
Active calls of the source: *; ? = inconclusive; . = not tested or not shown; & = joins results of further samples; [ ] = another dose, or the depositor's remark. Unless noted, calls follow the shape of the dose curve; as a rule, active = well fitted curve in the direction sought with a large enough effect; inconclusive = small, poorly fitted or top-dose-only effect, or another doubt; inactive = no such curve, though single readings can be large; an effect the other way counts as inactive or inconclusive. Hits appear at their usual frequency. About 12% of those tested had a hit in this group.

SMILES	HT1080NT lethal	HT1080 IDH1KD tx	KB-3-1 cytotox	KB-V1 MDR tox	D3 antag	SW480 rerep	IL1B secr inh	DRD3 agonist	GLP1R ag
COc1ccc(NS(=O)(=O)c2ccc3c(c2)Cc2ccccc2-3)cn1	-28%	?	2%	?	8	0%	-7	15	2%
O=C(O)c1ccc(CSc2nnc(-c3ccncc3)n2-c2ccc(Cl)cc2)cc1	1%	-1%	?	-2%	-22	-4%	-14	-3	-4%
Cc1ccc(Cl)cc1NC(=O)c1ccc(CSc2nnnn2C)cc1	?	-16%	10%	4%	-9	0%	?	4	-9%
Cn1c(CN2CCOCC2)nnc1SCC(=O)Nc1nccs1	-4%	0%	-2%	-3%	5	-2%	-15	5	-8%
Cc1ccccc1N1CCN(C2CCCN(C(=O)CCn3cnnn3)C2)CC1 (stereo not given)	-5%	19%	-10%	0%	6	-10%	-12	-26	2%
O=C(N/N=C/c1ccc(OC(=O)c2ccccc2Br)cc1)c1ccccn1	-12%	-11%	-13%	-11%	-9	-11%	1	3	0%
CC(C)(C)n1nc(Cc2cccc3ccccc23)c2c(N)ncnc21	.	.	?	?	.	9%	.	.	2%
CC1=Nc2cc(C(=O)NCC3CCCO3)ccc2Sc2ccc(C)cc21 (stereo not given)	8%	?	?	-19%	?	1µM*	6	1	-4%
O=c1cc(O)n(Cc2ccc(F)cc2)c(=O)[nH]1	1%	2%	-4%	9%	-5	0%	-9	-1	-1%
O=C(COC(=O)Cn1[nH]c(=O)c2ccccc2c1=O)Nc1ccc2c(c1)OCO2	6%	7%	5%	22%	2	-13%	23	1	-1%
Cn1c(=O)c2c(-c3ccccc3)n(Cc3ccccn3)cc2n(C)c1=O	9%	11%	-4%	-21%	-3	3%	-1	3	-5%
CC(=O)NCCNc1nc(NCc2cccs2)nc2ccsc12	-2%	11%	0%	3%	0	.	111	1	-4%
Nc1nc(Nc2ccccc2F)nc(NCCO)c1[N+](=O)[O-]	1%	-1%	14%	?	10	-6%	14	6	?
COc1ccc(-c2nc(CS(=O)CC(=O)NCc3cccnc3)c(C)o2)cc1OC (stereo not given)	-2%	-2%	8%	-8%	-53*	-3%	-24	-9	14%
COc1cc(Cl)cc(/C=C/c2ccc3ccccc3n2)c1OC(C)=O	15µM*	15µM*	0%	0%	28	?	-102*	12	8%
COC(=O)C1CN(C(=O)COc2cccc(C)c2C)c2ccccc2O1 (stereo not given)	20%	15%	?	?	-5	-21%	12	0	14%
Cc1ccc(-c2nnn(CC(=O)NCCc3ccc4c(c3)OCO4)n2)o1	3%	6%	16%	0%	-16	-2%	9	-2	-2%
Cc1cccc(NS(=O)(=O)c2nnc(NC(=O)CC(C)C)s2)c1	12%	6%	0%	?	6	-1%	16	1	0%
Cc1nn(-c2ccccc2)c(Cl)c1C1C(C#N)=C(N)OC2=C1C(=O)CC(C)(C)C2 (stereo not given)	?	?	?	?	4	?	34	3	2%
Cc1cccc(NC(=O)CSc2nnc(-c3cnccn3)n2Cc2ccco2)c1	-3%	-8%	-1%	-18%	-4	-1%	15	-5	10%
CCc1ccc(C(=O)NCc2cnn(C)c2)s1	14%	7%	-2%	?	-13	5%[1.84 µM]	15	9	-4%
CN(N=Cc1ccccc1)C(=S)Nc1ccccc1	-1%	9%	-1%	-14%	4	.	44	2	5%
O=C(C1CCCO1)N1CCN(C(=S)Nc2ccc(Br)cc2)CC1 (stereo not given)	-2%	-9%	-9%	-18%	-25	-10%	-10	-9	3%
O=C(c1ccc(S(=O)(=O)NCc2ccco2)cc1)N1CCN(Cc2ccccc2)CC1	-5%	-1%	0%	?	-10	9%	-8	-7	2%
O=C(Nc1cc(S(=O)(=O)N2CCCCCC2)ccc1OCC(F)(F)F)c1ccc(=O)[nH]c1	3%	-9%	0%	0%	0	-33%[inhibitor]	?	-5	10%

Part of the list above in a different format.
| SMILES | HT1080NT lethal | HT1080 IDH1KD tx | KB-3-1 cytotox | KB-V1 MDR tox | D3 antag | SW480 rerep | IL1B secr inh | DRD3 agonist | GLP1R ag |
| --- | --- | --- | --- | --- | --- | --- | --- | --- | --- |
| Cn1c(=O)c2c(-c3ccccc3)n(Cc3ccccn3)cc2n(C)c1=O | 9% | 11% | -4% | -21% | -3 | 3% | -1 | 3 | -5% |
| CC(=O)NCCNc1nc(NCc2cccs2)nc2ccsc12 | -2% | 11% | 0% | 3% | 0 | . | 111 | 1 | -4% |
| Nc1nc(Nc2ccccc2F)nc(NCCO)c1[N+](=O)[O-] | 1% | -1% | 14% | ? | 10 | -6% | 14 | 6 | ? |
| COc1ccc(-c2nc(CS(=O)CC(=O)NCc3cccnc3)c(C)o2)cc1OC (stereo not given) | -2% | -2% | 8% | -8% | -53* | -3% | -24 | -9 | 14% |
| COc1cc(Cl)cc(/C=C/c2ccc3ccccc3n2)c1OC(C)=O | 15µM* | 15µM* | 0% | 0% | 28 | ? | -102* | 12 | 8% |
| COC(=O)C1CN(C(=O)COc2cccc(C)c2C)c2ccccc2O1 (stereo not given) | 20% | 15% | ? | ? | -5 | -21% | 12 | 0 | 14% |
| Cc1ccc(-c2nnn(CC(=O)NCCc3ccc4c(c3)OCO4)n2)o1 | 3% | 6% | 16% | 0% | -16 | -2% | 9 | -2 | -2% |
| Cc1cccc(NS(=O)(=O)c2nnc(NC(=O)CC(C)C)s2)c1 | 12% | 6% | 0% | ? | 6 | -1% | 16 | 1 | 0% |
| Cc1nn(-c2ccccc2)c(Cl)c1C1C(C#N)=C(N)OC2=C1C(=O)CC(C)(C)C2 (stereo not given) | ? | ? | ? | ? | 4 | ? | 34 | 3 | 2% |
| Cc1cccc(NC(=O)CSc2nnc(-c3cnccn3)n2Cc2ccco2)c1 | -3% | -8% | -1% | -18% | -4 | -1% | 15 | -5 | 10% |

(next part)
SMILES	HT1080NT lethal	HT1080 IDH1KD tx	KB-3-1 cytotox	KB-V1 MDR tox	D3 antag	SW480 rerep	IL1B secr inh	DRD3 agonist	GLP1R ag
CC1=NN(C(=O)c2csc(C)c2)C(O)(C(F)(F)F)C1 (stereo not given)	3%	2%	6%	26%	25	3%	13	5	1%
CC(O)(c1ccc(F)c(F)c1)c1nc(-c2ccc(F)c(Cl)c2)cs1 (stereo not given)	33µM*	?	-1%	6%	-4	.	-18	-8	-6%
CC(C)Cc1ccc(CN2C(C)C(=O)N(Cc3cn(Cc4ccco4)nn3)CCS2(=O)=O)cc1 (stereo not given)	-5%	-16%	0%	13%	13	.	?	11	-2%
COc1ccc(NS(=O)(=O)c2cc(NC(=O)c3ccc(=O)[nH]c3)ccc2C)cc1	-21%	-8%	-4%	?	-10	5%	-13	-4	2%
O=c1c2ccccc2ncn1Cc1ccc(Cl)cc1	-23%	-21%	1%	-19%	-6	3%	-13	-7	8%
CC1=NN(c2ccccc2)C(=O)C1(C)[N+](=O)[O-] (stereo not given)	-4%	0%	-1%	-7%	33	?	2	-6	0%
CCCc1c(C)nn(C(=O)/C(C#N)=N/Nc2ccccc2[N+](=O)[O-])c1C	3%	-8%	8%	?	?	1%	1	-12	29%
COc1ccccc1NC(=O)COC(=O)c1cc2ccccc2cc1O	-9%[9.24 µM]	1%	-8%	-19%	12	-19%	24	-1	-2%
O=C1C=C(NCc2ccccc2)C2(CCCCC2)O1	1%	5%	11%	-8%	26	-6%	-17	0	-10%
COc1ccc(-c2oc(=O)c3cc(OC)c(OC)cc3c2/C=C/c2ccc(OC(C)=O)cc2)cc1	-22%	?	-9%	-11%	4	?	-25	6	-1%
COc1cc(CCC(O)CC(=O)CCc2ccccc2)ccc1O (stereo not given)	-2%	-11%	0%	0%	-5	-7%	-21	-2	4%
CC1(C)C=C(c2ccc(C(=O)O)s2)CC(C)(C)N1	-15%	-17%	-12%	0%	11	-9%	11	9	0%
C[C@@H](CN=[N+]=[N-])CN1CC[C@H](C(C)(C)C)CCC1=O	17%	10%	10%&-3%	?	3	?	4	6	11%
Cc1ccc(O)c(C(=O)c2cnc3onc(-c4ccc(F)cc4)c3c2)c1	-14%	-10%	-15%	-9%	9	-2%	7	1	5%
C#CCOCCOCCOCCNc1nc(N2CCN(C(=O)Cn3cc(CC(C)O)nn3)CC2)nc(N2CCN(C(=O)[C@H]([C@@H](C)O)n3cc(CCCCN)nn3)CC2)n1 (stereo not given in full)	19%	2%	3%	?	0	-3%	-18	3	-1%
Cc1ncc([N+](=O)[O-])n1CC(=O)Nc1ccc(Br)cc1	-2%	-4%	1%	9%	-4	?	0	13	-4%
Cn1cccc1Cc1nnc(SCC(=O)N2CCc3ccccc32)n1-c1ccc(F)cc1	-15%	-8%	-2%	-22%	9	2%	-30	1	2%
CN(C)N1C(N)=C(C#N)C(c2ccc3c(c2)OCO3)C2=C1CC(C)(C)CC2=O (stereo not given)	4%	3%	-10%	24%	7	2%	6	1	6%
